Source: PubChem
NLRP3 yeast inh = blocks the NALP3 inflammasome reconstituted in yeast; Yeast reconstituted NLRP3/ASC/caspase-1, beta-gal luminescence, 24 h; 0.39% of 330,000 active; AID 2825; inhibition, % at 10 µM;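 active = inhibition of 50% or more; inactive = inhibition below 50%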;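 also: plate controls were induced DMSO wells for no effect and uninduced yeast grown without galactose for full effect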
Apaf-1 inh = human Apaf-1 inhibition; inhibition, % at 20 µM; 0.71% of 330,000 active; reconstituted apoptosome caspase-3 activity, DEVD-Rh110 fluorescence; O14727; active = inhibition of at least 40% at 20 µM;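 also: plate controls were DMSO wells for no effect and DEVD-CHO caspase inhibitor wells for full effect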
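Material: biochemical Apaf-1 apoptosome reconstitution. Medium: Hepes buffer, pH 7.5. Also added: cytochrome c activation, bis-DEVD rhodamine 110 substrate. Timing: 30 min compound preincubation, 50 min activation, room temperature. Measured by: rhodamine 110 fluorescence at Ex 480/Em 540 nm.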
SENP1 FRET inh = SENP1 (human) catalytic domain inhibition; Q9P0U3; recombinant SENP1 catalytic domain, CyPet-SUMO1-YPet FRET cleavage; inhibition, % at 10 µM; 0.21% of 360,000 active; AID 624204;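 active = inhibition at least 30% at 10 µM, raw YFP signal under a set limit, fluorescence ratio 0.5 to 1.5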;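 also: 0% = enzyme with DMSO and 100% = no enzyme wells; some results filed as inactive read as strong as hits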
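Test system: human SENP1 catalytic domain; medium: Tris pH 8 buffer plus EDTA, NaCl, BME, BSA, NP40, catalase; incubation: 50 min reaction at room temperature; technique: FRET, CFP and YFP emission; controls: no-enzyme low control and enzyme-plus-DMSO high control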
SENP7 inh = blocks the human protease SENP7 | 1.5% of 330,000 active | Q9BQF6 | AID 434973 | inhibition, % at 5 µM | recombinant SENP7, Z-RLRGG-aminoluciferin luminescence, 40 min;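 active = inhibition above about 50% at the single test dose, limit read from the data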;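 also: plate controls were DMSO with enzyme for no effect and no enzyme buffer wells for full effect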
SENP8 block-1 = SENP8 protease inhibition; purified SENP8, Z-RLRGG-aminoluciferin cleavage, luminescence; 1.2% of 330,000 active; AID 2540; inhibition, % at 10 µM; in the data active = inhibition above about 50%
SENP8 block-2 = inhibitors of human SENP8 protease; Q96LD8; recombinant SENP8, Nedd8 substrate fluorescence; inhibition, % at 20 µM; 0.64% of 360,000 active; AID 602440; in the data active = inhibition mostly above about 40%, no sharp cut-off; inactive = mostly below about 27%
SENP6 block = inhibitors of human SENP6 protease; Q9GZR1; inhibition, % at 10 µM; Recombinant SENP6 catalytic domain, aminoluciferin luminescence; 1.8% of 330,000 active;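 active = inhibition above about 50% at the single tested dose, limit read from the data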;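 also: plate controls were DMSO wells with enzyme for no effect and DMSO wells lacking enzyme for full effect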
PfGluPho inh = PfG6PD (Plasmodium falciparum) enzyme inhibition; PfGluPho enzyme, NADPH resazurin-diaphorase fluorescence; inhibition, % at 20 µM; 0.78% of 350,000 active; AID 504690;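 active = inhibition reaching at least a set limit at 20 µM in the primary screen, cut at about 59% in these data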;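 also: 0% = DMSO wells with substrate and 100% = DMSO wells lacking glucose-6-phosphate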
HKDC1 inhibitor = inhibitors of human hexokinase HKDC1; Q2TB90; recombinant HKDC1, G6PDH/diaphorase resazurin coupled fluorescence; inhibition, % at 20 µM; 0.16% of 340,000 active;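 active = inhibition above about 35% when tested at 20 µM, limit read from the data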;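 also: plate controls were DMSO wells with enzyme for no effect and DMSO wells lacking enzyme for full effect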
Target sequence (Q2TB90 whole entry, looked up): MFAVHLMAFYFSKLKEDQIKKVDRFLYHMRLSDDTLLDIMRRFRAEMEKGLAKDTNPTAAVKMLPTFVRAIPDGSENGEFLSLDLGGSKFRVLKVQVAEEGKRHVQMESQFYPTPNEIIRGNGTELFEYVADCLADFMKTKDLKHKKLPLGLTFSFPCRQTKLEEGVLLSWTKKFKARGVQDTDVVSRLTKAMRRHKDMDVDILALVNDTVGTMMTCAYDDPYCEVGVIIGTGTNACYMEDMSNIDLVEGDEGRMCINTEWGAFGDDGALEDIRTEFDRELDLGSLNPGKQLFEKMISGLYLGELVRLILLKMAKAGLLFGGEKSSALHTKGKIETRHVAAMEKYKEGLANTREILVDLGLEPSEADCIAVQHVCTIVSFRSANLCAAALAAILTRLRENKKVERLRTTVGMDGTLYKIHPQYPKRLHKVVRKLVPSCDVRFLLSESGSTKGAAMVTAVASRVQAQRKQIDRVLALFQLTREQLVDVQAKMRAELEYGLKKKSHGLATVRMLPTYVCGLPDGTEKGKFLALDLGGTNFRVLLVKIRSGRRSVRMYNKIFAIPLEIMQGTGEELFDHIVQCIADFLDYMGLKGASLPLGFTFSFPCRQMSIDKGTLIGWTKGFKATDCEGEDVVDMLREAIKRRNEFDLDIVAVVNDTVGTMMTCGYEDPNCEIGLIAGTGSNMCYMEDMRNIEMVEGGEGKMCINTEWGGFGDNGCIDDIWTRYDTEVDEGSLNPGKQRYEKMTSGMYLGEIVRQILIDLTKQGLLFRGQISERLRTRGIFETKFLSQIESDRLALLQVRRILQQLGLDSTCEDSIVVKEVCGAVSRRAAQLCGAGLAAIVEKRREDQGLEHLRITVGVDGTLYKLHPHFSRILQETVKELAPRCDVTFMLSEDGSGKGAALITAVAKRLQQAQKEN
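Incubation: 90 min at room temperature in dark / Material: recombinant HKDC1 (HK5) hexokinase enzyme, produced in-house / Quantity: enzyme 5 µg/mL final / Compound: one dose of 20 µM, 1% DMSO / Reagent: glucose and ATP substrates / Buffer or medium: Tris pH 8.0 buffer with MgCl2, Tween-20, BSA, BME / Technique: resorufin fluorescence at 613 nm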
* hit, by the source's call; x = not tested or not shown. Not a hit list. Share with any hit: about 4.1%.

Values in the order – SENP8 block-1 | SENP8 block-2 | NLRP3 yeast inh | SENP1 FRET inh | Apaf-1 inh | HKDC1 inhibitor | SENP7 inh | SENP6 block | PfGluPho inh
> Cc1ccccc1OCC(=O)O/N=C(\N)Cc1cccs1
 : -8 | 3 | 24 | 3 | 6 | -13 | -9 | -17 | 10
> COc1ccccc1CCNC(=O)C(=O)NCC1OCCN1S(=O)(=O)c1cc(F)ccc1F (stereo unspecified)
 : 8 | 11 | 11 | -1 | 1 | -5 | -5 | -14 | 16
> COc1ccc(OC)c(NC(=O)CNC(=O)Cn2cnc3ccccc3c2=O)c1
 : 3 | 10 | 13 | -2 | 7 | -5 | -7 | -22 | -6
> COc1ccccc1N/C(=N/S(=O)(=O)c1ccc(Cl)cc1)c1ccccc1
 : -10 | 4 | 9 | 3 | 16 | -4 | -3 | 0 | 7
> Cc1nc(NC(=O)COC(=O)C2CC3CCCC(C2)C3=O)c(Cl)cc1Cl (stereo unspecified)
 : 3 | -12 | -2 | 0 | -7 | -6 | 3 | 7 | 1
> COc1cc(NC(=O)c2cccc(Cl)c2)ccc1NC(=O)c1cccs1
 : -8 | 0 | 41 | 2 | -6 | 0 | -1 | 23 | 32
> Cc1cc(NS(C)(=O)=O)c(=O)n(Cc2c(F)cccc2Cl)c1
 : 13 | -73 | 16 | -3 | 4 | -4 | -1 | -4 | 10
> O=C(NCc1cccs1)C1CC(O)CN1C(=O)Nc1ccccc1 (stereo unspecified)
 : -4 | 8 | 4 | 1 | 0 | -7 | -11 | -8 | -14
> COc1ccc(OCC(=O)N(Cc2ccc(C)o2)C2CCS(=O)(=O)C2)cc1 (stereo unspecified)
 : -5 | 11 | 36 | -1 | -2 | 0 | 13 | 7 | -9
> Cc1nnc(SCC(=O)Nc2ccccc2F)n1Cc1ccco1
 : -7 | 12 | -9 | 0 | -19 | -4 | 5 | -7 | 13
> CCc1ccc(/C=C2\CN(CC)Cc3c2nc2ccccc2c3C(=O)O)cc1
 : -1 | -58 | 8 | 7 | 33 | 9 | 2 | -9 | 46
> COc1ccc(CNC(=O)Cn2cc(C(F)(F)F)ccc2=O)cc1
 : -2 | 12 | 1 | 0 | 2 | -14 | -4 | -16 | 3
> CC(C)(C)NC(=O)C[C@H]1C[C@H](C(=O)N2CCOCC2)[C@@]2(CCC3CCCC3)c3[nH]c4cc(-c5ccco5)ccc4c3CCN2C1=O
 : x | -377 | x | -44 | 23 | 4 | -2 | x | 27
> CCN(C(=O)Cc1c(C(=O)O)[nH]c2ccccc12)c1cc(OC)ccc1OC
 : 5 | 12 | -14 | 0 | -1 | 0 | 3 | -1 | -14
> COCCN(C(=O)COC(=O)C(c1ccccc1)c1ccccc1)c1c(N)n(Cc2ccccc2)c(=O)[nH]c1=O
 : -6 | 10 | 2 | 0 | 26 | -1 | -6 | -10 | 7
> CC(C)(C)c1ccc(-c2nnc(SC3CCOC3=O)n2Cc2ccccc2)cc1 (stereo unspecified)
 : 4 | 16 | -7 | 1 | 19 | 9 | 0 | 1 | 8
> O=C(/C=C/c1ccccc1[N+](=O)[O-])Nc1cc(S(=O)(=O)N2CCOCC2)ccc1N1CCOCC1
 : x | 9 | x | 0 | x | 0 | x | x | 12
> O=C(Nc1ccccc1-c1nc2ccccc2s1)c1ccc(Br)o1
 : 0 | -30 | 7 | 0 | -4 | -11 | 16 | -14 | 5
> Cc1ccc(NC(=O)c2ncn(CC(=O)NCC(C)c3ccccc3)n2)cc1C (stereo unspecified)
 : x | 10 | x | -1 | 15 | -2 | 6 | x | -10
> COc1ccc(-c2nnc(SCC(=O)Nc3ncc(C)s3)n2-c2ccccc2)cc1OC
 : -13 | 7 | -4 | 1 | 17 | -3 | 0 | -23 | -6
> COC(=O)/C=C1\N/C(=N\c2nc(C)cc(C)n2)N(c2ccc(Cl)cc2)C1=O
 : -10 | 9 | 9 | -6 | -24 | -3 | 0 | 5 | -10
> CCOC(=O)N1CCN(CC(=O)c2ccc3c(c2)CCN3)CC1
 : -5 | -10 | -2 | -3 | 3 | 10 | -8 | -9 | -17
> CC(=O)c1ccc(NC(=O)Nc2cccnc2)cc1
 : 0 | 8 | 7 | 0 | 2 | 0 | 2 | -7 | 0
> O=C(NNC1=Nc2ccccc2SC1)c1ccc(Cl)cc1
 : -2 | 30 | 12 | 4 | -1 | -7 | 9 | 0 | 2
> CCc1ccccc1NC(=O)CN1C(=O)C2CCCN2c2ncc(Cl)cc21 (stereo unspecified)
 : 4 | -192 | 11 | 6 | 9 | 1 | 13 | 15 | -4
> O=S(=O)(Nc1cccc(-c2ccc3nncn3n2)c1)c1cccc(F)c1
 : -1 | -1 | 5 | 1 | 7 | -2 | -3 | -7 | -4
> CC(=O)Oc1ccc(C(=O)[C@H]2[C@H]3C(=O)N(c4ccccc4)C(=O)[C@H]3[C@@H]3C=CC=NN32)cc1
 : -13 | -3 | -12 | -20 | 3 | -10 | -14 | -1 | 0
> NC(=O)c1ccccc1OCc1nc2ccccc2s1
 : 37 | -21 | 27 | -3 | 1 | -6 | 38 | 48 | 2
> COC(=O)CCCC1=CC2=CC(=O)C(C)(OC(=O)c3cccs3)C(=O)C2=CN1C1CCCC1 (stereo unspecified)
 : 9 | 46* | 3 | -15 | 37 | 15 | 3 | 7 | 44
> COc1ccc2c(c1)c(=O)oc1cc3occ(C(C)(C)C)c3cc12
 : 8 | -259 | -3 | -1 | 14 | 1 | 0 | 7 | -12
> COc1ccccc1C(CNC(=O)CN1C(=O)NC(C)(c2ccc3ccccc3c2)C1=O)N1CCCC1 (stereo unspecified)
 : x | 4 | x | 1 | x | -2 | x | x | -3
> COc1ccccc1N1C(=O)[C@@H]2C(C(=O)CN3C(=O)c4ccccc4C3=O)=NN[C@@H]2C1=O
 : 0 | 6 | 6 | 2 | -9 | 3 | -8 | -2 | 1
> CCOC(=O)c1cnn(-c2ccc(F)cc2)c1N
 : -7 | 6 | 8 | 4 | 2 | 7 | 5 | -14 | -3
> Cc1nn2c(N3CCN(C4CCCC4)CC3)cc(C(C)(C)C)nc2c1-c1ccccc1
 : -1 | -191 | 6 | 1 | 16 | -6 | -1 | -12 | 12
> Cc1cc(OCC(=O)OCC(=O)c2c(N)n(C)c(=O)n(C)c2=O)ccc1Cl
 : 2 | 13 | 11 | 0 | 6 | -3 | 3 | 0 | 13
> COC(=O)Cn1cnc2c(Cl)nc(F)nc21
 : x | 17 | x | 0 | 2 | 11 | 1 | x | -14
> Cc1cccc(-n2[nH]c(C)c(C=Nc3ccc4[nH]c(=O)[nH]c4c3)c2=O)c1
 : -3 | 36 | 20 | -7 | 5 | 8 | 4 | 10 | 18
> COC(=O)c1cc(-c2c(C)nn(-c3ccccc3)c2C)n[nH]1
 : -1 | 20 | 28 | -1 | 2 | -1 | -2 | -8 | 1
> O=C(Cn1nnc2ccccc21)OCC(=O)c1ccc(Cl)cc1
 : -4 | x | 6 | x | -5 | x | 4 | -11 | x
> Cc1ccc(C)c(NC(=O)C2CCCC2)c1
 : -3 | 15 | 1 | 0 | -3 | 0 | -7 | -33 | -7
> CCN(c1ccccc1)S(=O)(=O)c1cc2c(cc1C)n(C)c(=O)c(=O)n2C
 : -14 | -51 | 5 | 1 | 11 | -2 | 8 | -6 | 2
> COC1=Cc2c(ccc3ccc(=O)oc23)OC1(C)C
 : 0 | -49 | 26 | -2 | 25 | -4 | 4 | 2 | -5
> O=C(Cn1c(=O)n(CCCCC(=O)NC2CCCC2)c(=O)c2ccccc21)NCCC1=CCCCC1
 : -2 | 4 | 13 | 1 | 8 | -3 | 3 | 1 | 12
> COc1ccc(/C=N/Nc2cc(N3CCOCC3)ncn2)c(OC)c1
 : -3 | -28 | 22 | 1 | 5 | 0 | -1 | -14 | -5
> CC(CNC(=O)Cn1ccc(NC(=O)OCc2ccccc2)nc1=O)c1ccccc1 (stereo unspecified)
 : -2 | 12 | -1 | 3 | 8 | 2 | 0 | 7 | -2
> COc1ccc2c(c1)CCc1c(C(=O)Nc3cc(C)n(Cc4ccc(Cl)cc4)n3)noc1-2
 : -8 | -6 | 20 | -2 | -25 | 4 | 0 | 4 | -13
> CCCCCCCn1c(=O)c(C(=O)OC)c(N)c2ccccc21
 : 5 | -10 | 68* | 3 | 18 | 1 | 4 | 6 | 6
> Cc1ccc(S(=O)(=O)N(C)CC(=O)Nc2ncccc2C)cc1
 : -4 | 5 | 21 | 2 | 4 | -6 | -6 | -6 | -9
> COc1ccc(COC(=O)CCNC(=O)c2ccc(Cl)cc2)cc1
 : 5 | 9 | 22 | 1 | -2 | -4 | -1 | -8 | -10
> Cn1c2ccccc2c2ncn(CCC3=CCCCC3)c(=O)c21
 : -7 | -81 | -3 | 0 | 10 | -1 | 8 | 27 | 17
> CN1CCc2cc(O)c(O)cc2C(c2ccccc2)C1 (stereo unspecified)
 : 16 | 16 | 18 | -1 | -9 | -5 | -5 | 11 | 45
> COc1cccc(CC(=S)N2CCOCC2)c1
 : x | 6 | x | 0 | x | -8 | x | x | -1
> Clc1ccc(C2CC(c3cccs3)n3ncnc3N2)cc1 (stereo unspecified)
 : -9 | 16 | -11 | 3 | -5 | -1 | -7 | 4 | -3
> COC(=O)c1c(C)[nH]c(C(=O)NCCc2ccc(S(N)(=O)=O)cc2)c1C
 : -2 | -87 | 16 | -11 | -2 | -5 | -8 | 29 | 4
> CCc1ccc(CN2C(=O)c3ccccc3C2C(=O)NCc2cccnc2)cc1 (stereo unspecified)
 : 0 | 0 | -2 | 0 | -6 | -8 | -1 | 12 | 6
> Nc1nc(CSc2ncccn2)nc(Nc2ccccc2)n1
 : 4 | 14 | 6 | 2 | -18 | -6 | 5 | -1 | -11
> O=C(Nc1cccc(NC(=O)c2ccc(Cl)cc2)n1)c1ccc(Cl)cc1
 : -8 | 13 | 8 | 0 | 2 | -7 | -2 | -10 | -11
> CCOc1cc(C(=O)NCC(C)(C)CNC(=O)c2cc(OCC)c(OCC)c(OCC)c2)cc(OCC)c1OCC
 : 0 | 10 | 7 | -2 | 15 | 3 | -1 | -29 | 25
> N#CCC(=O)c1ccccc1Oc1ccc(Cl)cc1
 : -5 | 19 | 10 | 2 | -5 | 13 | -8 | 2 | -18
> CCO[C@@H]1OC(C(=O)NCc2ccccc2)=C[C@H](c2ccc3c(c2)OCO3)[C@H]1CCCO
 : -6 | 8 | 13 | -1 | 2 | -6 | -8 | -2 | 5
> O=C1CN(C(=O)COC(=O)c2ccccc2O)c2ccccc2N1
 : 1 | -10 | -4 | 3 | -5 | -4 | 3 | 3 | -6
> CC1(C)C2([N+](=O)[O-])CN3CC1([N+](=O)[O-])CN(C2)C3C(O)C(O)C(O)CO (stereo unspecified)
 : -4 | 16 | 9 | 3 | -8 | -8 | 3 | -12 | -9
